Compound activity as filed in PubChem BioAssay.
H9c2 TAG inh = triacylglycerol accumulation inhibition | inhibition, % at 12.5 µM | hit rate 0.66% among 230,000 | H9c2 cells, Nile Red lipid (TAG) fluorescence; cells loaded with 200 µM oleic acid;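 active = pattern-corrected inhibition of lipid staining of at least 50% with the nuclear-stain viability signal not falling by more than 50%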;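 also: 0% = DMSO wells and 100% = triacsin C control wells; some results filed as inactive read as strong as hits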
H9c2 TAG inh DAPI viability = also measured in H9c2 TAG inh; calls as there; DAPI nuclei signal change (viability), lower = more cytotoxic, %;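 whole-well DAPI fluorescence read on a plate reader as a viability signal; minus 50 percent equals half of cells still viable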
The depositor's hits bear a star. A portion of the library; rates above refer to the full screens.

Each structure is followed by: H9c2 TAG inh, H9c2 TAG inh DAPI viability
COc1ccc(S(=O)(=O)N2CCOCC2)cc1NC(=O)c1ccc(=O)[nH]c1
  0, -3
CCN(CC)CCN(C(=O)c1ccc(S(=O)(=O)N(C)C2CCCCC2)cc1)c1nc2c(C)cccc2s1
  18, 9
C#CCN(C[C@@H]1[C@@H](OC(=O)NCCCCCC)[C@@H](OC(=O)NCCCCCC)Cn2c(=O)n(CCCCCC)c(=O)n21)S(=O)(=O)c1ccc(C)cc1
  18, -5
COCC1CCCN(C(=O)c2cc(COc3cccc4cccnc34)on2)C1 (stereo not given)
  18, 3
COc1cc(NCCCCCCN)c2ncccc2c1OC
  7, 1
CCOC(=O)c1ccc(COc2ccc(C(C)C)cc2)o1
  6, 0
CCOC(=O)c1ccc(CNC(=O)C2CCCCC2C(=O)OCC(F)(F)F)o1 (stereo not given)
  -15, 2
COc1cccc(NC(=S)/C(=C(\[O-])c2ccc(C)c([N+](=O)[O-])c2)[n+]2ccccc2)c1
  11, -2
Cc1ccccc1-c1cccc([C@@H]2C[C@H]3C(CN2)CON3C)c1 (stereo not given in full)
  11, 2
O=C(C[n+]1cccc(CO)c1)Nc1nc2ccccc2s1
  4, -6
COc1ccc(CCC(=O)N(C)CC(=O)Nc2ccc(Cl)c(C(F)(F)F)c2)cc1
  -65, 8
CC(C)(C)NS(=O)(=O)c1ccc(OCC(=O)NCc2ccco2)cc1
  -6, -1
O=C(CSc1oc(-c2ccc(F)cc2)nc1S(=O)(=O)c1ccccc1)NCC1CCCO1 (stereo not given)
  0, -11
O=c1c2ccccc2n2cnnc2n1-c1ccccc1
  10, -10
CCNc1nc(C#N)nc2c1ncn2-c1cc(F)cc(F)c1
  9, 8
O=C(Cc1cccc(F)c1)N1CCCC(CO)(Cc2ccc(F)cc2F)C1 (stereo not given)
  -11, -2
Cc1ccc(SCC(=O)n2nc(C)cc2C)cc1
  5, 1
Nc1ncncc1-c1ccccc1Cl
  -10, 10
COc1ccc(CCNC(=O)c2c(C)nc3ccccn23)cc1OC
  12, -10
CCOc1ccc(C(=O)NCC(=O)OCc2c(C)noc2C)cc1OCC
  -12, 7
COC(=O)CCCC1=CC2=CC(=O)C(C)(OC(=O)c3cccs3)C(=O)C2=CN1Cc1ccccc1 (stereo not given)
  -15, -10
CCCCN1C(=O)c2ccc(C(=O)Nc3ccccc3N3CCOCC3)cc2C1=O
  1, -2
COc1cc(S(=O)(=O)Nc2ccc(Br)cc2)ccc1N
  -28, 10
COc1ccc(C2=NN(C(=O)CN3CCCCC3)C(c3ccc(C)cc3)C2)cc1 (stereo not given)
  4, 7
C=C(C)C(=O)Nc1cccc(C2=NOC3(C2)C[C@@H](C(N)=O)N(C(=O)[C@H]2CCC(=O)N2)C3)c1 (stereo not given in full)
  -2, 6
COc1ccc(-c2csc(NC(=O)CSc3n[nH]c(N)n3)n2)cc1
  2, 2
CNC[C@@H]1Oc2cc(Br)ccc2S(=O)(=O)N([C@H](C)CO)C[C@H]1C
  -7, -5
CC1CN(Cc2c(O)ccc3c2oc(=O)c2ccccc23)CC(C)O1 (stereo not given)
  -1, 7
O=C(N/N=C/c1cccc(Oc2ccccc2)c1)c1cccc(O)c1
  -6, -15
CC(=O)N1CCN(c2cc3c(cc2F)c(=O)c(C(=O)O)cn3C2CC2)CC1
  -4, 9
Cc1c([N+](=O)[O-])c(C(=O)Nc2ccc3c(c2)OCCO3)nn1C
  -20, 8
CCC(C)n1nccc1NC(=O)C(C)OC(=O)c1cc2ccccc2[nH]1 (stereo not given)
  15, 4
COc1cccc(N=Nc2c(N)[nH]n3c(=O)cc(-c4ccccc4)nc23)c1
  1, 1
O=C(C1CCC(C(=O)N2CCc3ccccc32)CC1)N1CCc2ccccc21 (stereo not given)
  9, 2
Cc1ccc(S(=O)(=O)CC(=O)c2ccccc2)cc1
  -3, 0
CCCCC(=O)NC1(C(F)(F)F)C(=O)Nc2c1c(=O)[nH]c(=O)n2Cc1ccco1 (stereo not given)
  1, -2
CCSc1cnnc2ccccc12
  5, 1
COc1ccccc1-c1cc(-c2ccccc2)nc(SC(C(N)=O)c2ccccc2)c1C#N (stereo not given)
  14, -3
COC(=O)CCNC(=O)Cc1ccc(S(=O)(=O)N2CCCCC2)s1
  5, 5
O=C(CN1CCN(Cc2ccccc2)CC1)N/N=C/c1ccccc1F
  0, 0

Filtered by structure: the compounds so far with bromine (2)
Each structure is followed by: H9c2 TAG inh, H9c2 TAG inh DAPI viability
COc1cc(S(=O)(=O)Nc2ccc(Br)cc2)ccc1N
  -28, 10
CNC[C@@H]1Oc2cc(Br)ccc2S(=O)(=O)N([C@H](C)CO)C[C@H]1C
  -7, -5

Remaining list, next part:
Each structure is followed by: H9c2 TAG inh, H9c2 TAG inh DAPI viability
CC(C)(CCO)NC(=S)NC1CC2C=CC1C2 (stereo not given)
  7, -4
CCCN1CCN(CC(=O)Nc2nnc(CC)s2)CC1
  -11, 7
CCN(CC1CCCN(CCc2cccc(OC)c2)C1)C(=O)c1ccoc1C (stereo not given)
  4, 8
Cc1oc2cc([N+](=O)[O-])c(O)c([N+](=O)[O-])c2c1C(=O)c1ccc(Cl)cc1
  1, -6
COc1ccc(N=NC2=C(O)CC(C)(C)CC2=O)c(OC)c1
  7, -1
Cc1cc(C)c2ccc3c(C)c(C)n(C)c3c2n1
  -3, 36
Cc1ccnc(NC(=O)C(C)n2cc([N+](=O)[O-])cn2)c1 (stereo not given)
  -9, -5
COc1ccc(CCN(C(=S)Nc2ccccc2)C2CC(=O)N(c3ccccc3)C2=O)cc1 (stereo not given)
  23, -8
O=c1cc(Cn2ccnc2)c2cc3c(cc2o1)CCC3
  4, -2
N=c1c(S(=O)(=O)c2ccc(Cl)cc2)cc2c(=O)n3ccccc3nc2n1CCc1ccccc1
  23, 26
COC(=O)c1cc(C(=O)c2ccc(Cl)cc2Cl)cn1C
  13, -7
Nc1nnc(SCCCOc2ccc(F)cc2)s1
  -1, -6
CC1CC(=O)Nc2ccccc2N1S(=O)(=O)c1ccc(Cl)cc1 (stereo not given)
  2, -5
Cc1ccc(NCC(=O)c2ccc([N+](=O)[O-])cc2)cc1
  10, -11
CC1(C(=O)NS(=O)(=O)C2CC2)CCN(C(=O)c2ccc(F)cc2Cl)C1 (stereo not given)
  6, -6
CS(=O)(=O)c1ccc(C(=O)OCC(=O)Nc2cccnc2Cl)cc1[N+](=O)[O-]
  6, 7
Cc1noc(C)c1COC(=O)c1cccnc1SCC(=O)Nc1ccc2c(c1)OCO2
  -7, 23
O=C(O)C(F)(F)S(=O)(=O)O
  6, -11
Cc1cccc(NC(=O)C2CCN(S(=O)(=O)c3cccc4nsnc34)CC2)c1
  8, 1
Cn1c(=O)c2c(nc(Sc3ccccc3N)n2C)n(C)c1=O
  10, -2
CCN1CCN(c2cc(C)c3cc(NC(=O)Cc4ccccc4OC)ccc3n2)CC1
  12, 14
Nn1cc(-c2ccccc2)nc1SCC(=O)NCCc1ccccc1
  -10, 1
CC1CC(C)CN(C(=O)c2ccc(NC(=O)c3ccc(=O)[nH]c3)cc2)C1 (stereo not given)
  14, -8
CN1CCN(c2oc(-c3ccccc3)nc2S(=O)(=O)c2ccc(Br)cc2)CC1
  7, 13
Cn1c(SCC(=O)Nc2ccc(Cl)cc2)nc(O)cc1=O
  -4, 6
COc1cc(/C=N/NC(=O)CCn2nnc3ccccc32)ccc1O
  -6, 4
CC1CCC(NC(=O)C2c3ccccc3C(=O)N2Cc2ccc3c(c2)OCO3)CC1 (stereo not given)
  -8, -7
O=C(Nc1c2c(nn1-c1ccccc1)CS(=O)C2)c1ccc2c(c1)OCO2 (stereo not given)
  5, 3
CN1C=CC=C/C1=C1\SC(=S)N(c2ccccc2)C1=O
  -3, -12
Cn1c(SCc2ccccc2Cl)nnc1-c1cnccn1
  -9, 57
O=C(COC(=O)c1ccncc1)Nc1cccc(Cl)c1
  -2, 0
Cc1csc(=O)n1CC(=O)Nc1ccc(Cl)cc1F
  -2, -2
COc1ccc(C2=CSC3=NCCN23)cc1F
  -15, 15
Cc1nn(-c2cccc(Cl)c2)nc1C(=O)Nc1cccc(C(=O)NC2CC2)c1
  -5, -7
COC(=O)[C@]1(Cc2ccccc2)N[C@H](CN(C)C(=O)Nc2ccc(C)cc2)[C@@H]2C(=O)N(C)C(=O)[C@@H]21
  2, -14
COc1cc(CNCCc2ccc(S(N)(=O)=O)cc2)ccc1OCC(=O)NC(C)(C)C
  -8, 4
Cc1ccc(N(C)S(=O)(=O)c2cc3c(cc2C)NC(=O)CO3)cc1
  -1, 2
COC(=O)c1sc(-c2ccc(Cl)cc2)cc1NC(=O)/C=C/C(=O)O
  23, -4
COCCNc1nc(C)cc(-c2cc(C(=O)NCc3ccccc3)on2)n1
  12, -6
O=C(O)c1ccccc1C(=O)N1CCc2c([nH]c3ccccc23)C1C(F)(F)F (stereo not given)
  -4, 2

Later entries.
Structure,H9c2 TAG inh,H9c2 TAG inh DAPI viability
Nc1nc(N)nc(-c2ccc(Cl)c(Cl)c2)n1,14,-8
COc1ccc(CNc2cccc(C)n2)c(O)c1,13,-3
COc1ccc(N2CCN(C(c3nnnn3C3CCCC3)C(C)C)CC2)cc1 (stereo not given),-1,-9
O=C(CSc1ncc(S(=O)(=O)c2ccccc2)c(=O)[nH]1)Nc1ccccc1Cl,7,-11
Cc1ccc(Nc2cc(Cl)nc(N)n2)c([N+](=O)[O-])c1,4,-2
O=C(c1ccc2c(c1)OCO2)N1CCNc2ccccc2C1,-7,3
COc1ccc(C(c2nnnn2C2CCCCC2)N2CCN(C)CC2)c(OC)c1 (stereo not given),1,10
CC(C)NC(=O)CSc1c2c(nc3ccccc13)CCCC2,-6,-3

An excerpt taken from the entries so far, as a working copy:
Structure,H9c2 TAG inh,H9c2 TAG inh DAPI viability
O=C(CSc1ncc(S(=O)(=O)c2ccccc2)c(=O)[nH]1)Nc1ccccc1Cl,7,-11
Cc1ccc(Nc2cc(Cl)nc(N)n2)c([N+](=O)[O-])c1,4,-2
O=C(c1ccc2c(c1)OCO2)N1CCNc2ccccc2C1,-7,3
COc1ccc(C(c2nnnn2C2CCCCC2)N2CCN(C)CC2)c(OC)c1 (stereo not given),1,10
CC(C)NC(=O)CSc1c2c(nc3ccccc13)CCCC2,-6,-3

The listing continues:
Structure,H9c2 TAG inh,H9c2 TAG inh DAPI viability
CC(Oc1cccc(Cl)c1)C(=O)Nc1ccccc1N1CCCC1 (stereo not given),-16,-4
CCOc1ccc(/C=C2/SC(=S)N(C(C(=O)O)c3ccccc3)C2=O)cc1OCC (stereo not given),7,10
N#Cc1c(NC(=O)C2CCCO2)sc2c1CCCCC2 (stereo not given),-7,0
Cc1cc(C)nc(N(C#N)S(=O)(=O)c2ccccc2)n1,-1,-1
COc1ccc2nc(NC(=O)C3CC(=O)N(c4ccc5c(c4)OCCO5)C3)sc2c1 (stereo not given),0,-4
CCc1ccc(Oc2nc([N+](=O)[O-])nn2C)cc1,-8,5
C[C@@]12C(=O)Nc3cc(F)c(F)cc3C(=O)N1[C@H]1c3ccccc3OC[C@@H]1[C@@H]2c1ccccc1,11,1
CCOc1ccc(S(=O)(=O)N2CCOCC2)cc1NC(=O)CN1C(=O)NC(C)(c2ccc(C)cc2)C1=O (stereo not given),14,-4
CCOC(=O)c1oc2ccc(Cl)cc2c1NC(C)=O,-1,0
S=C(NCCc1ccccc1)NCc1cccc(Cl)c1,3,-5
CCN1C(=O)c2cccc3c(S(=O)(=O)N4CCNCC4)ccc1c23,19,15
N/C(=N\N=C/c1ccc(Br)cc1)N/N=C\c1ccc(Br)cc1,9,7
Cc1cc2oc(C(=O)N3CCN(Cc4ccccc4)CC3)c(C)c2cc1C,-9,4
O=C(NCCc1cccc(C(F)(F)F)c1)C1CCC(=O)N(Cc2ccc(Cl)cc2)C1 (stereo not given),0,1
O=S(=O)(Cc1nnnn1-c1ccc(Br)cc1)c1ccc(F)cc1,-1,-9
O=S(=O)(Nc1ccc(N2CCCCC2)cc1)c1ccccc1F,-7,11
O=C(CCc1ccccc1)NC(=S)Nc1ccc2c(c1)C(=O)OC2,-1,-1
Cc1ccc(NC(=O)CSc2nc(N)c(-c3ccccc3)c(=O)[nH]2)cc1Cl,7,-4
O=C(COc1ccc(Br)cc1)OCc1nnc(-c2ccccc2)o1,11,-5
Cc1cc(NC(=O)CSc2nnc(COc3ccccc3)o2)no1,5,0
CSCCC(NC(=O)c1ccc([N+](=O)[O-])cc1Cl)C(=O)OCC(=O)C12CC3CC(CC(C3)C1)C2 (stereo not given),-34,15
CC(=O)c1cc(F)ccc1OCC(=O)N1CCN(c2ccc(F)cc2)CC1,2,1
Cc1cc(C)c(S(=O)(=O)NCC2CCC(C(=O)NCCCN3CCOCC3)CC2)c(C)c1 (stereo not given),1,5
CCC(CC)NCC(O)COc1ccc(Br)cc1 (stereo not given),4,-3

Looked up above.
Value for CSCCC(NC(=O)c1ccc([N+](=O)[O-])cc1Cl)C(=O)OCC(=O)C12CC3CC(CC(C3)C1)C2 (stereo not given) under H9c2 TAG inh DAPI viability: 15
Value for O=C(COc1ccc(Br)cc1)OCc1nnc(-c2ccccc2)o1 under H9c2 TAG inh: 11
Value for Cc1ccc(NC(=O)CSc2nc(N)c(-c3ccccc3)c(=O)[nH]2)cc1Cl under H9c2 TAG inh DAPI viability: -4

(further entries)
Structure,H9c2 TAG inh,H9c2 TAG inh DAPI viability
N#Cc1c(-c2cccs2)nc(SCC(=O)c2ccc(Br)cc2)[nH]c1=O,1,-10
CCCCn1c(CNC(C)=O)nc2ccccc21,20,-3
Cc1ccc(-c2cc(N)n(Cc3ccc(Cl)cc3)n2)cc1,-76,0
CCOc1cc(/C=C2/SC(=S)N(CC3CCCO3)C2=O)ccc1O (stereo not given),-20,-1
Cc1cc(=O)[nH]c(-n2ncc(C#N)c2N)n1,-20,14
NC(=O)Cn1cnc2nc3n(c2c1=O)CCC3,-2,2
CC1(C)Cc2c(sc(NC(=O)c3ccc(C(=O)c4ccccc4)cc3)c2C(N)=O)C(C)(C)N1,20,4
c1ccc(Oc2nc(-c3ccccn3)nc3ccccc23)cc1,72*,-44*
CCOc1cc(NC(=O)c2ccco2)c(OCC)cc1NC(=O)COc1ccccc1,11,31
